Ins promoter up = MIN6 insulin promoter up-regulation; MIN6 insulin promoter-GFP reporter, high-content imaging; stronger effect = higher value; z-score at 5 µM; 190,000 compounds, 0.3% hits; AID 1625;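 active = z-score above 3 at 5 µM with at least 500 cells counted in the well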
WT yeast gro inh = growth inhibition of WT yeast, mitochondrial fusion screen; inhibition, % at 10 µM; mitochondrial fusion phenotypic screen, WT strain; 190,000 compounds, 2.1% hits; in the data active = inhibition above about 58%; tested in S. cerevisiae
Yfh1-depleted yeast = enhancers of respiration in Yfh1-depleted yeast, dose response, Friedreich's ataxia, plus single-dose screen (AID 1465); S. cerevisiae Yfh1-off respiration, WST-1 reduction, 72 h; higher fold induction means a stronger effect; fold induction at 50 µM; hits with a dose series show EC50 in µM; 220,000 compounds, 0.074% hits;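 active = fold induction of absorbance versus untreated yeast above a set limit, then at least 30% activation at any dose in follow-up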;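 also: activators that raise dye reduction in frataxin-depleted yeast; strong numbers were not always called active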
Autophagy mod = autophagy modulation, high-content screen; MEF GFP-LC3 puncta imaging; test concentration mostly 10 µM; calls only at 10 µM (by protocol); 190,000 compounds, 0.98% hits; AID 463193;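 active = percentage of spot-positive cells more than 3 SD above its plate mean, without a fluorescence outlier flag or 80% toxicity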;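 also: spot-positive cell cutoff set from DMSO-treated cells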
MT stabilize HCS = microtubule stabilizers in HeLa cells. HeLa tubulin immunostaining HCS, 24 h; share of cells brighter than vehicle mean+2SD. % tubulin-high responders, % at 10 µM. 200,000 compounds, 0.83% hits. AID 2205;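 active = plate Z-score above 3 for both tubulin-high and condensed-nucleus cell shares, with cell loss under 80%, at 10 µM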;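 also: anti alpha tubulin signal scored within the nucleus-defined area of each cell; some results filed as inactive read as strong as hits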
bCat nuc transl = alters nuclear translocation of beta-catenin in HeLa cells. immunofluorescence imaging. nuclear translocation activity, % at 5 µM. 190,000 compounds, 0.3% hits;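 active = nuclear translocation activity above 50% at 5 µM, with a well cell count of 50 or more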;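 also: per-cell ratio of nuclear to cytoplasmic median beta-catenin stain intensity; plate controls were DMSO negative control for no effect and GSK-3 inhibitor IX positive control for full effect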
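Test system: human HeLa cell line; Doses: 5 µM primary, 0.02–20 µM confirmation; Incubation: 24 h compound exposure, 37°C; Detection: beta-catenin immunofluorescence imaging with DAPI; Read-out: beta-catenin nuclear/cytoplasmic ratio, % activation.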
Dynein transport = dynein cargo transport inhibition; z-score, hits read low; 220,000 compounds, 0.47% hits; 3617.4 mouse cells, GR-EGFP nuclear translocation imaging; test concentration mostly 20 µM; stimulated with dexamethasone, 1 µM; stronger effect = lower value;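 active = plate z-score of nuclear minus cytoplasmic receptor signal below a set negative limit, without overly bright fluorescence or cell loss, cut at about -3.5 in these data, passing the limit was not always enough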;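 also: z-score of nuclear minus cytoplasmic ring GR-EGFP intensity difference per well; some compounds called inactive have numbers as strong as hits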
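Buffer or medium: tet-free medium with charcoal-stripped serum / Also added: dexamethasone agonist, 1.0 µM final, for 30 min / Timing: induction 48 h, compound 1 h, agonist 30 min / Measured by: high-content fluorescence imaging after fixation / Read-out: nuclear-to-cytoplasmic GR-EGFP distribution per well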
PMI inhibitors = MPI enzyme activity inhibition – biochemical, fluorescence intensity, coupled assay, primary screen (AID 1209); one-dose inhibition, % at 20 µM; IC50 in µM for titrated hits; purified PMI enzyme, coupled fluorescence intensity; higher % means a stronger effect; 190,000 compounds, 0.42% hits;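 also: plate controls were DMSO vehicle for no effect and wells lacking substrate for full effect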
human PMI inhibitors = MPI inhibition at elevated mannose 6-phosphate – biochemical, fluorescence intensity, high mannose 6-phosphate, primary screen (AID 1220) | 190,000 compounds, 0.66% hits | inhibition, % at 20 µM; hits with a dose series show IC50 in µM | recombinant PMI enzyme, coupled fluorescence intensity; higher % means a stronger effect
WT yeast gro inh mutant strain = second read-out of WT yeast gro inh, no call of its own (marks repeat the call); inhibition, %; mitochondrial fusion phenotypic screen, mutant strain inhibition
Dynein transport cytoplasmic EGFP = second read-out of Dynein transport, no call of its own (marks repeat the call); z-score; measured here: cytoplasmic GR-EGFP intensity; stronger effect = higher value
Dynein transport nuclear GR-EGFP = further read-out of Dynein transport, marked with its call; z-score; measured here: nuclear GR-EGFP intensity;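 lower value marks the stronger effect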
Dynein transport cell count = also measured in Dynein transport; calls as there; z-score; measured here: cell count per field
Ins promoter up cell count = also measured in Ins promoter up; calls as there; cell count; measured here: cytotoxicity, nuclei count;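 total cells summed across four imaged fields per well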
bCat nuc transl cell count 5 µM = recorded beside bCat nuc transl, whose call it bears; cell count; measured here: cell count, cytotoxicity flag
MT stabilize HCS Hoechst-high % = also measured in MT stabilize HCS; calls as there; % Hoechst-high responders; measured here: nuclear condensation Hoechst responders;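 share of cells brighter than vehicle mean plus two SD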
MT stabilize HCS cytotoxicity % = recorded beside MT stabilize HCS, whose call it bears; toxicity, %; measured here: cytotoxicity by cell density;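 0% = mean cell density of plate MIN control wells and 100% = no cells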
Autophagy mod cell loss 18 h = second read-out of Autophagy mod, no call of its own (marks repeat the call); toxicity, %; measured here: cell loss, nuclei count;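 cell loss after 18 h compound exposure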
* = called active by the depositor; i = inactive; . = no result given. Rule as the data show it, unless noted: active = inhibition above about 50%; inactive = the rest.

SMILES	Ins promoter up	Ins promoter up cell count	WT yeast gro inh	WT yeast gro inh mutant strain	Yfh1-depleted yeast	Autophagy mod	Autophagy mod cell loss 18 h	MT stabilize HCS	MT stabilize HCS Hoechst-high %	MT stabilize HCS cytotoxicity %	bCat nuc transl	bCat nuc transl cell count 5 µM	Dynein transport	Dynein transport cytoplasmic EGFP	Dynein transport nuclear GR-EGFP	Dynein transport cell count	PMI inhibitors	human PMI inhibitors
CCOc1ccccc1/C=N/NC(=O)c1cccc(S(=O)(=O)N(CC)CC)c1	.	.	-7	-6	i	i	10	5.4	2.1	7.9	-4.3	1120	-0.0028	-0.35	-0.48	0.04	8%	5%
O=C(CN1CCN(C(=O)c2ccco2)CC1)Nc1ccccc1-c1ccccc1	-4.5	779	9	12	i	i	8	3.2	1.3	7.6	-2.3	1159	1.2	-0.37	0.48	-0.97	-3%	-2%
O=[N+]([O-])c1cc(Cl)cc(/C=N/n2cnnc2)c1O	-0.19	1384	-4	4	i	i	-2	4.8	1.9	3.5	-4.1	1091	-1	-0.3	-0.11	1.4	-12%	10%
Cc1nc2ccc(N3C(=O)CCC3=O)cc2[nH]1	-0.56	1245	-7	-26	i	i	0	2.0	0.7	14	-1.2	1162	-0.85	-0.24	0.19	-0.097	5%	-2%
CC(C)C(OC(=O)c1oc2ccccc2c1CSC1CCCCC1)C(=O)NC(N)=O (stereo unspecified)	-0.34	1456	-3	1	i	i	16	1.6	2.2	7.7	1.1	1508	-0.046	-0.3	0.094	0.24	3%	-3%
Cc1cccc(N(CC(=O)NCc2ccc(F)cc2)C(=O)c2csnn2)c1C	0.7	1395	4	8	i	i	16	5.9	1.9	6.2	0.6	1006	-1	-0.31	-0.32	0.44	19%	15%
O=C(/C=C/c1ccco1)NCC(=O)N/N=C/c1ccc([N+](=O)[O-])cc1	0.13	1109	-23	-22	i	i	53	2.1	3.8	5.3	0.8	1072	-0.54	-0.2	-0.44	0.56	-3%	-1%
COc1ccc(S(=O)(=O)CCC(=O)Nc2c(C)n(C)n(-c3ccccc3)c2=O)cc1	1.3	1241	7	3	i	i	9	2.5	1.6	0.1	-1.0	1074	-0.45	-0.14	0.0023	0.36	27%	15%
Cc1ccc(-n2nc3c(c2NC(=O)c2c(-c4ccccc4Cl)noc2C)CS(=O)(=O)C3)c(C)c1	0.03	1573	4	10	.	i	-9	5.1	4.4	5.7	0.4	1065	0.35	-0.34	-0.013	0.04	1%	3%
O=C(CN(Cc1ccco1)S(=O)(=O)c1ccccc1)N/N=C/c1cccc(O)c1	0.36	1212	-5	7	i	i	26	2.9	1.9	9.7	-3.5	1131	-0.039	-0.15	0.21	-0.35	19%	18%
CCc1ccc(NC(=O)c2ccc(OC)c([N+](=O)[O-])c2)cc1	0.52	1257	2	-7	i	i	12	2.2	1.7	2.1	0.0	559	-0.16	-0.25	0.062	0.37	-9%	-14%
CC(=O)Nc1ccc(N2CC(C)(C)C2=O)cc1	0.82	1469	-5	12	i	i	5	2.1	1.8	9.4	0.3	1544	-0.72	-0.3	-0.42	0.62	-1%	-1%
Cc1cc(=O)n(C2CCS(=O)(=O)C2)[nH]1 (stereo unspecified)	.	.	-7	-4	i	i	-4	1.4	1.0	3.6	0.6	1009	0.023	-0.31	-0.12	0.42	9%	13%
Cc1csc(SCC(=O)Nc2cccc3nsnc23)n1	-3.3	644	3	15	i	i	3	2.8	1.4	2.5	2.1	1050	3.8	0.17	3.8	-3.3	12%	14%
O=S(=O)(c1ccc(F)cc1)N1CCN(c2ccc(-c3ccccc3)nn2)CC1	0.17	1286	-5	3	i	i	2	7.0	1.2	6.7	-0.7	1132	-0.38	0.99	-0.029	0.13	-16%	-8%
O=C(CN1C(=O)C2C3C=CC(C3)C2C1=O)NCc1ccco1 (stereo unspecified)	0.8	1274	8	2	i	i	1	2.5	2.6	7.0	-1.7	1088	0.67	-0.24	0.33	0.064	14%	57%*
CCN(CC)c1ccc(-c2nc3cnccn3c2NC2CCCC2)cc1	1.3	1647	16	1	i	i	-2	2.1	1.3	4.2	-1.2	1355	-0.98	0.56	-1.1	0.31	12%	24%
CC(=O)Nc1c(C)nn(-c2ccc(C)c(C)c2)c1C	-0.67	1659	-26	-17	i	i	15	4.1	1.2	6.4	-1.5	1373	-0.44	0.51	0.32	1.3	1%	9%
O=C(Cn1nnc(-c2cccs2)n1)N1CCOCC1	-0.1	1153	-8	9	i	i	0	4.3	3.4	8.5	1.3	1102	0.66	-0.29	1	-1.1	-4%	-5%
Cc1cc(C(=O)OCC(=O)N2c3ccccc3NC(=O)C2(C)C)c(C)n1-c1ccccc1	-0.98	1558	40	-1	i	i	12	2.2	2.2	4.7	0.6	1089	-0.52	-0.2	-0.13	0.053	16%	10%
COc1ccc(N2CCC(CNC(=O)Nc3ccc(C)c(C)c3)C2)cc1 (stereo unspecified)	0.13	1383	12	-4	.	i	22	3.3	0.9	11	-3.2	616	-0.11	-0.28	0.63	-0.012	43%	53%*
O=c1nc(/C=C/c2cc([N+](=O)[O-])ccc2Cl)cc(C(F)(F)F)[nH]1	1.1	944	-6	1	i	i	5	2.3	2.6	1.4	.	.	-2.4	0.39	-1.3	0.7	17%	7%
CC(C)(C)CC(=O)Nc1ccc(S(=O)(=O)N2CCCC2)cc1	0.23	1396	0	3	i	i	33	1.0	1.7	6.1	-1.3	893	-0.59	0.058	0.18	-0.65	1%	1%
O=C(CCc1ccccc1)c1nnc(-c2ccccc2)o1	1.4	1210	13	8	i	i	5	5.2	2.8	8.3	1.9	977	0.52	-0.34	0.5	-0.68	8%	6%
COc1ccc2c(c1)C1(C)CC(C)(C)N2C(=O)N1c1ccccc1 (stereo unspecified)	0.6	1131	-18	-3	i	i	0	4.7	1.9	7.1	-3.6	893	-0.53	-0.2	0.073	-0.15	8%	11%
Nc1ncnc(NNC(=O)CNC(=O)c2c(F)cccc2Cl)c1[N+](=O)[O-]	0.05	1312	0	-2	i	i	-2	4.6	1.4	6.6	-0.3	1160	0.16	-0.14	0.3	-0.02	-9%	-1%
COc1ccc(C(=O)OCC(=O)Nc2ccc(F)c(F)c2)cc1OC	.	.	2	-9	i	i	-2	1.8	1.3	5.2	.	.	1.2	-0.48	1.1	-0.91	4%	2%
O=C(O)c1cccc(N=NN2CCOCC2)c1	.	.	-12	-3	i	i	3	2.4	1.9	9.2	-0.5	1602	-0.11	0.29	-0.064	0.37	.	.
N#Cc1cccc(-c2nnc(SCc3ccccc3C#N)o2)c1	3	1146	18	22	i	i	3	6.1	2.4	2.9	0.0	1161	-0.68	-0.085	-0.34	1.1	5%	-2%
O=C(c1cc2ccccc2o1)N1CCC(N2CCC(C(=O)N3CCCC3)CC2)CC1	-0.25	1478	28	10	i	i	-9	4.4	1.0	4.3	1.2	1549	1.8	-0.29	0.059	-0.084	1%	5%

Marked active in human PMI inhibitors, of those listed so far:
mol	WT yeast gro inh mutant strain	MT stabilize HCS Hoechst-high %	Dynein transport	Dynein transport cytoplasmic EGFP	Dynein transport nuclear GR-EGFP	Dynein transport cell count	PMI inhibitors	human PMI inhibitors
O=C(CN1C(=O)C2C3C=CC(C3)C2C1=O)NCc1ccco1 (stereo unspecified)	2	2.6	0.67	-0.24	0.33	0.064	14%	57%*
COc1ccc(N2CCC(CNC(=O)Nc3ccc(C)c(C)c3)C2)cc1 (stereo unspecified)	-4	0.9	-0.11	-0.28	0.63	-0.012	43%	53%*

(further entries)
SMILES	Ins promoter up	Ins promoter up cell count	WT yeast gro inh	WT yeast gro inh mutant strain	Yfh1-depleted yeast	Autophagy mod	Autophagy mod cell loss 18 h	MT stabilize HCS	MT stabilize HCS Hoechst-high %	MT stabilize HCS cytotoxicity %	bCat nuc transl	bCat nuc transl cell count 5 µM	Dynein transport	Dynein transport cytoplasmic EGFP	Dynein transport nuclear GR-EGFP	Dynein transport cell count	PMI inhibitors	human PMI inhibitors
CCOc1ccc(C(=O)NC(=S)Nc2cccnc2)cc1	-0.36	1224	3	-12	i	i	-1	4.9	1.8	5.7	5.4	485	-0.34	1	0.33	0.15	3%	-2%
Cc1cc(=O)oc2cc(OCC(=O)OCC(=O)Nc3ccc4ccccc4c3)ccc12	0.49	1215	-20	-13	i	i	11	2.5	1.8	7.0	0.1	494	-0.96	-0.2	-0.011	0.85	6%	10%
CCOC(=O)c1nn(-c2ccc3c(c2)CCN3C(C)=O)cc1O	.	.	9	-2	i	i	-10	4.2	2.2	8.0	.	.	-0.82	-0.15	-0.29	0.6	12%	21%
CC(OC(=O)c1cccs1)C(=O)NCc1ccco1 (stereo unspecified)	0.03	1172	9	9	i	i	28	2.2	1.5	6.8	-1.7	1024	-0.42	-0.2	-0.36	0.44	-8%	-1%
CCOC(=O)c1c(C)nc2sc(C(=O)Nc3ccccc3)c(N)c2c1-c1ccc(OC)cc1	.	.	5	-15	i	i	-3	31	9.0	40	32	439	i	.	.	-4.5	18%	18%
CC(C)(C)c1ccc(S(=O)(=O)N2CCCCC2)cc1	-0.36	1220	16	-7	i	i	11	4.1	1.6	2.6	.	.	0.049	-0.31	-0.32	0.18	8%	3%
COc1ccc(NC(=O)C(Cc2ccccc2)n2cccc2)cc1OC (stereo unspecified)	-0.49	1070	.	.	i	.	.	.	.	.	-0.2	1289	-0.58	1.1	0.37	0.27	.	.
COc1ccc(C2NC(=O)NC(C)=C2[N+](=O)[O-])cc1OC (stereo unspecified)	0.03	1222	.	.	i	.	.	.	.	.	-1.4	1328	0.18	-0.21	-0.0086	0.52	.	.
CCCCn1c(CCNC(=O)CC)nc2ccccc21	-0.43	1789	17	10	i	i	1	0.9	3.3	7.7	-1.1	1051	-1	-0.25	-0.48	0.42	-2%	-2%

Source: PubChem BioAssay (several laboratories)
